# Screens (PubChem)
# RNase H inhibition – RNase H inhibition, HIV 1 Gag Pol polyprotein, FRET biochemical assay, screening (AID 372) | HIV-1 RT RNase H, FRET RNA/DNA substrate fluorescence; higher % means a stronger effect | one-dose inhibition, % at 10 µM; IC50 in µM for titrated hits | hit rate 0.77% among 100,000; in the data active = inhibition above about 50%
# Starred values were filed as active, the others as inactive. A portion of the library (hit frequency here may not be typical).
SMILES,RNase H inhibition
CCC(=O)Nc1nc(C)c(-c2csc(Nc3ccc(S(N)(=O)=O)cc3)n2)s1,10%
CCOc1ccccc1NC(=O)C(=O)NCc1ccc(F)cc1,25%
O=C(Nc1ccc(-c2ccccc2)cc1)c1ccc([N+](=O)[O-])cc1Cl,19%
Clc1ccccc1-c1nnc(-c2ccc(-c3ccccc3)cc2)o1,4%
C/C(CC(=O)Nc1ccccc1C(N)=O)=N\NC(=O)c1ccoc1C,10%
Cc1ccc(Cl)cc1N(Cc1ccc(C(=O)N(C(C)C)C(C)C)cc1)S(=O)(=O)c1ccccc1,16%
CCOc1cccc2c1NC(C)(C)C1=C2C2(SC(C(=O)OC)=C(C(=O)OC)S2)C(C(=O)OC)=C(C(=O)OC)S1,7%
O=C(c1ccccc1)c1ccc2c3c(cccc13)C(=O)N(c1cccc(C(F)(F)F)c1)C2=O,15%
Cc1onc(-c2c(Cl)cccc2Cl)c1C(N)=O,0%
CS(=O)(=O)N(CC(=O)Nc1cccc(Br)c1)c1ccccc1F,9%
CCOc1ccccc1N1CCN(Cc2c3ccccc3cc3ccccc23)CC1,4%
COCCNC(=O)Nc1ccc2nc3c4ccccc4c4ccccc4c3nc2c1,0%
COc1ccc(/C=N/NC(=O)C(=O)Nc2ccc(C)cc2)cc1,2%
COc1ccc(C=O)c2c(O)cccc12,19%
O=C(Nc1ccccc1C(=O)N1CCOCC1)c1ccco1,4%
O=C1/C(=C/c2c3ccccc3cc3ccccc23)SC(=S)N1c1cccc(C(F)(F)F)c1,21%
O=C1CSC(c2ccccc2)N1Nc1nc(N2CCOCC2)nc(N2CCOCC2)n1 (stereo not given),15%
O=C(Nc1cccc(Cl)c1)O/N=C\c1ccccc1Cl,16%
Cc1cc(=O)oc2c1ccc1oc(C(=O)c3ccccc3)c(-c3ccccc3)c12,9%
Cc1cccc(-c2cc(C(=O)Nc3ccc(C)cc3Br)c3ccccc3n2)c1,0%
CCN(CC)c1ccc(/C=N/Nc2ccccc2[N+](=O)[O-])c(O)c1,14%
CC1=C(C(=O)OC2CCCC2)C(c2ccccc2C(F)(F)F)C2=C(CCCC2=O)N1 (stereo not given),3%
CC1=C(C(=O)Nc2ccc(C)cc2)C(c2ccccc2F)NC(=S)N1 (stereo not given),3%
c1ccc(-c2nnn(C34CC5CC(CC(C5)C3)C4)n2)cc1,5%
CCOC(=O)c1ccc(NC(=O)c2ccc([N+](=O)[O-])s2)cc1,6%
CN1CCN(Cc2c(O)ccc3c(=O)c(-c4ccccc4)coc23)CC1,12%
CC12CC3CC(C)(C1)CC(C(=O)NC(=S)N1CCOCC1)(C3)C2,8%
N#C/C(=C/c1ccc(-c2ccc(C(=O)O)cc2)o1)C(=O)Nc1ccc(Cl)cc1,6%
O=c1cc(O)nc(SCc2ccc(Cl)cc2)[nH]1,6%
CC/C(=N\NC(=O)/C(=C\c1ccc2c(c1)OCO2)NC(=O)c1ccccc1)c1ccccc1,2%
CCOc1ccc(C(c2c(C)[nH]c3ccccc23)c2c(C)[nH]c3ccccc23)cc1,10%
COc1ccc(NC(=O)Nc2ccccc2C(F)(F)F)cc1,9%
COc1ccc(N2C(=O)/C(=C/c3cc(Cl)cc(Cl)c3O)C(=O)NC2=S)cc1,0%
N#Cc1ccc[n+](CC(=O)c2ccccc2)c1,4%
COc1cccc(NC(=O)Cc2ccccc2[N+](=O)[O-])c1,1%
COc1ccc(C(=O)/C=C\Nc2ccc([N+](=O)[O-])cc2)cc1,10%
CCOc1ccc(NC(=O)C2COc3ccccc3O2)cc1 (stereo not given),4%
COc1ccc2occ(C(=O)c3ccc([N+](=O)[O-])cc3)c2c1,8%
O=C(/C=C/Nc1ccc(N/C=C/C(=O)c2ccc(Br)cc2)cc1)c1ccc(Br)cc1,10%
Cc1ccc(C(C)C)c(OCC(=O)N=Nc2c(O)[nH]c3ccc([N+](=O)[O-])cc23)c1,4%

# Part of the list above in order of formula weight, high to low:
SMILES,RNase H inhibition
COc1ccc(N2C(=O)/C(=C/c3cc(Cl)cc(Cl)c3O)C(=O)NC2=S)cc1,0%
Cc1ccc(C(C)C)c(OCC(=O)N=Nc2c(O)[nH]c3ccc([N+](=O)[O-])cc23)c1,4%
COc1cccc(NC(=O)Cc2ccccc2[N+](=O)[O-])c1,1%
N#Cc1ccc[n+](CC(=O)c2ccccc2)c1,4%

# A stretch from further up:
SMILES,RNase H inhibition
CCOc1ccc(C(c2c(C)[nH]c3ccccc23)c2c(C)[nH]c3ccccc23)cc1,10%
COc1ccc(NC(=O)Nc2ccccc2C(F)(F)F)cc1,9%
COc1ccc(N2C(=O)/C(=C/c3cc(Cl)cc(Cl)c3O)C(=O)NC2=S)cc1,0%
N#Cc1ccc[n+](CC(=O)c2ccccc2)c1,4%
COc1cccc(NC(=O)Cc2ccccc2[N+](=O)[O-])c1,1%
COc1ccc(C(=O)/C=C\Nc2ccc([N+](=O)[O-])cc2)cc1,10%
CCOc1ccc(NC(=O)C2COc3ccccc3O2)cc1 (stereo not given),4%

# The list continues.
SMILES,RNase H inhibition
O=C(Nc1ccccc1)c1ccccc1N=Cc1ccc(C=Nc2ccccc2C(=O)Nc2ccccc2)cc1,9%
O=C1C=C(Nc2cccc(O)c2)CC(c2ccco2)C1 (stereo not given),4%
CCOc1cc(/C=C2\SC(N)=NC2=O)cc(Br)c1OCc1ccccc1C,6%
CC(C)c1ccc(OC(=O)CCN2C(=O)c3ccccc3C2=O)cc1,6%
O=C1C2C(C(=O)N1/N=C/c1cc3c(cc1[N+](=O)[O-])OCO3)C1C=CC2C12CC2 (stereo not given),5%
CN=C(Nc1ccc(F)cc1)SC1CC(=O)N(c2ccccc2F)C1=O (stereo not given),9%
Cc1ccc(CN2CCN(N=Cc3sccc3C)CC2)c(C)c1,6%
COC(=O)C1=C(C)N(C)C(C)=C(C(=O)OC)C1c1cc(OC)ccc1OC,10%
COc1ccc(C2CC(c3ccc(C)o3)=NN2C(C)=O)cc1 (stereo not given),4%
O=C1SC(Nc2ccc(Br)cc2)C(=O)N1c1ccccc1 (stereo not given),5%
Cc1cc(Cl)ccc1OC(C)C(=O)Nc1cc(Cl)ccc1Cl (stereo not given),19%
Cc1c(N=C/C=C/c2ccccc2)c(=O)n(-c2ccccc2)n1C,0%
CCc1ccc(-c2csc(N)n2)cc1,4%
CCc1nnc(NS(=O)(=O)c2ccc(N/C=C\C(=O)c3ccc(Br)cc3)cc2)s1,10%
Cn1ccnc1SCC(=O)Nc1nc(-c2ccccc2)cs1,9%
CC(=O)c1cccc(NC2=C(Cl)C(=O)c3c(Cl)c(Cl)c(Cl)c(Cl)c32)c1,40%
Cc1ccc(C(=O)NC2CCCC2)cc1[N+](=O)[O-],5%
COc1cccc(NC2=CC(=O)CC(c3ccccc3)C2)c1 (stereo not given),0%
CC(C)COc1ccc(C(=O)NCc2cccnc2)cc1,0%
O=C(Nc1ncc(Cc2cc(Cl)ccc2Cl)s1)c1cccs1,13%
COc1ccc(NC(=O)c2ccc(Cl)c(Cl)c2)cc1Cl,12%
COc1ccc(C(=O)Oc2ccc(I)cc2)cc1OC,3%
Cc1cccc(C(=O)NC(=S)Nc2ccc3oc(-c4ccc(C)cc4C)nc3c2)c1,45%
COc1cccc(N(CC(=O)O)S(=O)(=O)c2ccc(Cl)cc2)c1,0%
COc1ccc(C(=O)ON=C2c3ccccc3-c3ccccc32)cc1OC,4%
CCOc1cc(/C=c2\sc3nc4c(C)c(C)ccc4n3c2=O)cc(Cl)c1O,8%
CC(=O)Nc1ccc(Nc2nc(-c3cccs3)cs2)cc1,13%
Cc1ccc(C(=O)Nc2cc(-c3nc4ncccc4o3)ccc2C)cc1,14%
O=C(c1cc(Cl)ccc1[N+](=O)[O-])N1CCN(c2cccc(Cl)c2)CC1,1%
C=CCN1C(=O)C(=O)/C(=C(/O)c2ccc(C)cc2)C1c1ccc(OC)cc1OC (stereo not given),4%
Cc1cc(=O)[nH]c(SCc2cccc3ccccc23)n1,12%
Cc1cccc(C)c1OCCOc1ccc(/C=C2\SC(N)=NC2=O)cc1,39%
O=C(Nc1nnc(Cc2ccc(Cl)cc2)s1)Nc1ccc(Cl)cc1Cl,37%
O=C(Nc1ccc(F)cc1)C1C(c2ccccc2)C1(Cl)Cl (stereo not given),4%
COc1cc(C=C2C(=O)NC(=O)NC2=O)c(O)c([N+](=O)[O-])c1,8%
CC1=CCCC(C)(C)C1C(=O)CC(C)Nc1ccccc1 (stereo not given),7%
Cc1nc2ccc(NC(=S)NNc3ccccc3)cc2nc1C,7%
COc1ccc(/C=C2\CCOC2=O)cc1,6%
CC(=O)Nc1ccc(N=Cc2c[nH]c3ccccc23)cc1,4%
COc1ccc(CCNC(=O)CN(c2ccc(Cl)cc2)S(C)(=O)=O)cc1OC,20%
COc1cc(NC(=O)C(c2ccccc2)c2ccccc2)ccc1NC(=O)c1cc2ccccc2o1,13%
COc1cc(/C=C2\Sc3ccccc3C2=O)ccc1OCC#N,21%
CCOc1ccc(CNC(=S)Nc2ccccc2)cc1Cl,17%
Cc1cc(C)nc(NS(=O)(=O)c2ccc(NC(=O)c3ccco3)cc2)n1,7%
COc1cccc(C2/C(=C(\O)c3ccc([N+](=O)[O-])cc3)C(=O)C(=O)N2CCCCCC(=O)O)c1 (stereo not given),12%
Cc1cccc(C(=O)N/N=C/c2ccco2)c1,4%
O=C(CSc1nnc(-c2cccc(F)c2)n1-c1ccccc1)NC1CCCC1,5%
NC(=O)c1ccccc1N=Cc1cccc(Cl)c1Cl,0%
CC(=O)c1ccc(NC(=O)c2cc(S(=O)(=O)N3CCOCC3)ccc2Cl)cc1,18%
CCOC(=O)C1=C(C)N=c2s/c(=C\c3cc(Br)c(OC)c(OC)c3)c(=O)n2C1c1ccccc1 (stereo not given),0%

# Next results follow:
SMILES,RNase H inhibition
COc1ccccc1N/N=C(/C#N)C(N)=S,21%
O=[N+]([O-])c1ccc(Nc2ccc(N3CCOCC3)cc2)nc1,11%
Cc1ccc(C(=O)NC(=S)Nc2ccc(Cl)cn2)cc1,46%
CCCCOc1ccc(/C=N\Nc2cc(-n3nc(C)cc3C)nc(C)n2)cc1,16%
COc1cc(/C(C)=N/N2CCN(Cc3ccc(C)cc3)CC2)ccc1O,21%
CC(C)COC(=O)C(C)Nc1n[nH]c(=O)[nH]c1=O (stereo not given),44%
CC(C)C(NC(=O)c1ccccc1)C(=O)OCC(=O)Nc1ccc(S(N)(=O)=O)cc1 (stereo not given),5%
NS(=O)(=O)c1cccc(NC(=O)c2cccc3ccccc23)c1,8%
COc1cc(OC)c(OC)cc1CN1CCN(Cc2ccc(Cl)cc2)CC1,11%
O=[N+]([O-])c1cc(-c2nc(-c3ccccc3)c(-c3cccc4ccccc34)[nH]2)ccc1Br,22%
Cc1ccc(CN2CCN(N=Cc3ccccc3[N+](=O)[O-])CC2)c(C)c1,6%
O=C(/C=C/c1ccccc1)NC(=S)Nc1ccc(Br)cc1,35%
CCCCNC(=O)C1CC(=O)N(c2ccc(CC)cc2)C1 (stereo not given),7%
COc1cc(C=Nc2ccc(-c3nc4ccc(C)cc4s3)cc2)c([N+](=O)[O-])cc1OC,6%
CN(C)c1ccc(NC(=O)COc2ccc3ccccc3c2)cc1,10%
COc1ccc(C(=O)NC(=S)Nc2ccc(N3CCOCC3)cc2)cc1,20%
Cc1cccc(C2=N/C(=C\c3ccc(OS(=O)(=O)c4ccccc4)cc3)C(=O)O2)c1,17%
COc1ccc(C(=O)Nc2ccccc2)cc1NC(=O)c1c(OC)cccc1OC,4%
O=C(/C=C/c1ccc(-c2cccc(Cl)c2)o1)c1cccs1,10%
COC(=O)COc1ccc(/C=C2\C(=O)NC(=O)N(c3ccc(C)c(C)c3)C2=O)cc1Br,0%
CC(=O)c1ccc(NC(=O)c2cc3nc(-c4ccc([N+](=O)[O-])cc4)cc(C(F)(F)F)n3n2)cc1,22%
CCOC(=O)CNS(=O)(=O)c1c(C)cc(C)cc1C,0%
Cc1ccnc(NC(=S)NC(=O)c2cccc(Br)c2)c1,16%
COc1ccc(N2C(=O)/C(=C\C(Br)=C\c3ccccc3)SC2=S)cc1,10%
Cc1cc(O)ccc1N=Cc1c(C)[nH]n(-c2ccccc2)c1=O,11%
COc1ccc2c(=O)c(Oc3ccccc3Br)c(C(F)(F)F)oc2c1,0%
O=C(Cn1nnc(-c2ccccc2)n1)N/N=C\c1cn(Cc2ccc(Cl)cc2Cl)c2ccccc12,19%
COc1ccc(C/C(N)=N/OC(=O)CCc2ccccc2)cc1,0%
Cc1cc(C(=O)Nc2cccc(O)c2)c(C)o1,18%
O=C(COc1c(Br)cc(Br)cc1Br)N=Nc1c(O)[nH]c(=O)[nH]c1=O,13%
CC(=O)Oc1cc2sc3cc(C)ccc3[nH]c2c2c(=O)c3ccccc3c(=O)c12,2%
O=C(NCC1CCCO1)/C(=C\c1ccco1)NC(=O)c1ccccc1 (stereo not given),3%
COc1ccc(Cl)cc1NC(=O)C(=O)N/N=C/c1ccccc1C(=O)O,18%
Cc1ccc(Nc2nc(-c3cccs3)cs2)cc1,14%
Cc1ccccc1OCC(=O)N=Nc1c(O)[nH]c2ccc([N+](=O)[O-])cc12,3%
O=C(COc1cccc(Cl)c1)NC1CCCCC1,9%
